Compound activity from PubChem.
14-3-3 PPI – modulators of human 14-3-3 gamma - Raf peptide interaction. P61981. actives 0.19% (n = 160,000). FP, 14-3-3gamma / TMR-pS259-Raf peptide binding. inhibition, % at 40 µM; in the data active means inhibition above about 30%;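 further: 0% = protein plus tracer without compound and 100% = blank with tracer alone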
Target sequence (P61981 whole entry, looked up): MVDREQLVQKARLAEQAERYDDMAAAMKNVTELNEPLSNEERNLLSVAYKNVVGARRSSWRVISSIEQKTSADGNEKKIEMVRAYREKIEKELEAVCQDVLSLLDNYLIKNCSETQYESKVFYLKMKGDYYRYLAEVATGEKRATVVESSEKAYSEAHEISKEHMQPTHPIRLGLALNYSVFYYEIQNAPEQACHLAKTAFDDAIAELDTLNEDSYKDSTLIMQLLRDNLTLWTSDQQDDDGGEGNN
Active calls of the source: *; & = joins results of further samples. These rows are one share of the data. The share of hits here may be higher or lower than overall.

SMILES | 14-3-3 PPI
Cc1nn(C(C)(C)C)c(OC(=O)CCC2CCCC2)c1Sc1ccccc1[N+](=O)[O-] | 12
CC(C)N1C(=O)CCC1C(=O)NCCC1=CCCCC1 (centres undefined) | 6
CCCCn1c(SCC(C)=O)nc2c1c(=O)[nH]c(=O)n2C | 7
CCc1nc2sc3c(NCCN(C)C)ncnc3c2c2c1CCCC2 | -4
CCC(=O)N1CCc2cc(Br)cc(S(=O)(=O)CCC(=O)N3CCCc4ccccc43)c21 | 0
Cc1ccc(CNC(=O)CCS(=O)(=O)c2cccc3nsnc23)cc1 | -8
CC(NC(=O)COc1cccc(Br)c1)C(=O)O (centres undefined) | -4
Cc1ccc(C)c(NC(=O)c2sc3nc(-c4ccc5c(c4)OCO5)ccc3c2N)c1 | -10
COCCCNc1nc2c(c(=O)n(Cc3ccc(F)cc3)c(=O)n2C)n1C | -7
COc1ccc(OCc2nc3ccccc3[nH]2)cc1 | -3
COc1ccccc1C(=O)OC1=C(C(=O)c2ccccc2)N(C)S(=O)(=O)c2ccccc21 | 15
C=CCc1cccc2cc(C(=O)Nc3ccc(C)cc3)c(=O)oc12 | 2
COc1ccccc1C1CC(c2ccc(Cl)cc2)Nc2nc(N)nn21 (centres undefined) | 10
O=C(CC1Oc2ccccc2NC1=O)NCCCN1CCOCC1 (centres undefined) | -3
CC1=C(C(=O)Nc2nc3ccc(Br)cc3s2)C(c2ccc([N+](=O)[O-])cc2)C2=C(CC(C)(C)CC2=O)N1 (centres undefined) | -5
N#C/C(=C\c1c(N2CCC(C(N)=O)CC2)nc2ccccn2c1=O)S(=O)(=O)c1ccccc1 | -1
NNCCc1ccccc1 | -4
CCN(C(=O)CSc1nc2cc(C(=O)OC)ccc2c(=O)n1Cc1ccco1)c1cccc(C)c1 | -7
CC1CCc2c(sc3ncn4c(SCC(=O)NCc5ccco5)nnc4c23)C1 (centres undefined) | -4
O=C(NCC(c1cccnc1)N1CCN(c2ccccc2)CC1)c1ccco1 (centres undefined) | -6
CC12CN3CC(C)(CN(C1)C31C(=O)N(Cc3ccccc3)c3ccccc31)C2=O (centres undefined) | 0
Cc1cc(N2C(=O)c3ccccc3C2=O)nc(=O)[nH]1 | 6
O=C(O)c1ccc2nc(CCCO)[nH]c2c1 | -20
COc1ccc(C2CC(=O)Nc3cc4c(cc32)OCO4)cc1O (centres undefined) | -6
Cc1cccc(NS(=O)(=O)c2ccc3c(c2)c(=O)n(C)c(=O)n3C)c1C | -13

The list goes on:
SMILES | 14-3-3 PPI
O=C(Nc1c2c(nn1-c1cccc(Cl)c1)CS(=O)(=O)C2)c1ccco1 | -24
O=C(O)CCCNS(=O)(=O)c1ccc(NCc2ccccc2)c(C(=O)O)c1 | -2
Cc1cc(NC(=O)COC(=O)C2CCN(C(=O)c3ccc(Cl)cc3)CC2)no1 | -8
CCOC(=O)c1ccc(NC(=O)COc2cc(C)c(Cl)c(C)c2)cc1 | -5
c1ccc(-c2ccc(C3CC(c4cccs4)n4nnnc4N3)cc2)cc1 (centres undefined) | -5
CC(C)C(C(=O)OCC(=O)c1ccc(Cl)cc1)N1C(=O)C2C3CCC(C3)C2C1=O (centres undefined) | 1
CCCCn1c(N)c(N(CC)C(=O)c2ccc3c(c2)S(=O)(=O)c2ccccc2C3=O)c(=O)[nH]c1=O | -12
CC1=[N+]([O-])C(C)(C)CC(C)(C)c2ccccc21 | 8
O=C(Nc1ccc2nc(-c3cccs3)[nH]c2c1)c1cccs1 | -2
Brc1ccc(-c2noc(C34CC5CC(CC(C5)C3)C4)n2)cc1 | 0
O=C(O)C(Cc1cc2ccccc2[nH]1)N1C(=O)C2CC=C(Cl)CC2C1=O (centres undefined) | -7
COc1ccc(C2Nc3ccccc3C(=O)N2c2ccccc2)cc1COc1ccc(NC(C)=O)cc1 (centres undefined) | 0
O=[N+]([O-])c1cccc(CSc2nc3ccccc3n2S(=O)(=O)c2ccc(Cl)cc2)c1 | 2
O=C(c1ccc(Cn2c(=S)[nH]c3ccc(N4CCOCC4)cc3c2=O)cc1)N1CCN(c2ccc(F)cc2)CC1 | -13
CCN(CCCNC(=O)c1cn(C)c(=O)c2c1c1ccccc1n2C)c1ccccc1 | -3
CC1CCC(NC(=O)CC(C(=O)N2CCc3ccccc32)n2ccnc2)CC1 (centres undefined) | -4
COc1ccc(-n2nc3c(c2NC(=O)c2cc(OC)c(OC)c(OC)c2)CS(=O)C3)cc1 (centres undefined) | 3
c1ccc(Oc2cccc(OCCn3cncn3)c2)cc1 | 2
Cc1cccc(-c2nc(CSCC(=O)NCCCN3CCOCC3)c(C)o2)c1 | -3
C=CCOC(=O)C1=C(C)N=C2SCCC(=O)N2C1c1ccc(OC(C)=O)c(OC)c1 (centres undefined) | 1
CCCSc1nnc2c(n1)OC(c1ccco1)Nc1ccccc1-2 (centres undefined) | -10
O=C(Nc1cccc2ccccc12)c1cnn2c(C(F)(F)F)cc(-c3cccs3)nc12 | -11
O=C(CN1N=C(c2ccc(Cl)cc2)CCC1=O)NCCCN1CCc2ccccc2C1 | -3
O=S(=O)(c1ccc(Br)cc1)N1CCCN(Cc2cccc(F)c2)CC1 | -5
CCOC(=O)c1ccccc1NC(=O)CSc1nnc(Cc2cccn2C)n1-c1ccc(F)cc1 | -4

Retrieved by structure from the list above, 6 records:
SMILES | 14-3-3 PPI
O=C(c1ccc(Cn2c(=S)[nH]c3ccc(N4CCOCC4)cc3c2=O)cc1)N1CCN(c2ccc(F)cc2)CC1 | -13
CC1CCc2c(sc3ncn4c(SCC(=O)NCc5ccco5)nnc4c23)C1 (centres undefined) | -4
CCC(=O)N1CCc2cc(Br)cc(S(=O)(=O)CCC(=O)N3CCCc4ccccc43)c21 | 0
Cc1nn(C(C)(C)C)c(OC(=O)CCC2CCCC2)c1Sc1ccccc1[N+](=O)[O-] | 12
CCN(CCCNC(=O)c1cn(C)c(=O)c2c1c1ccccc1n2C)c1ccccc1 | -3
CC(C)C(C(=O)OCC(=O)c1ccc(Cl)cc1)N1C(=O)C2C3CCC(C3)C2C1=O (centres undefined) | 1

Continued:
SMILES | 14-3-3 PPI
CC1Cc2nc(SCC(=O)Nc3ccc(F)cc3)n(C)c(=O)c2S1 (centres undefined) | 3
Cc1cc(Br)ccc1NC(=O)C1COc2ccccc2O1 (centres undefined) | 1
CCOC(=O)c1c2c(c(=S)n(-c3ccccc3)c1N)CCC2 | 4
Cc1ccc(NC2=CC(=O)CC(C)(C)C2)cc1C | -1&-2
Cc1nc2sc(C(c3ccc(Br)cc3)N3CC(C)OC(C)C3)c(O)n2n1 (centres undefined) | -5&0
COc1ccc(CNCCC2(c3ccc(F)cc3)CCOC(C)(C)C2)cc1OC (centres undefined) | -6
CCCSc1nnc2c(n1)OC(c1cc3c(cc1Br)OCO3)N(C(C)=O)c1ccccc1-2 (centres undefined) | -1
COc1ccc(C2C(C#N)=C(/N=C/N3CCN(C)CC3)OC3=C2C(=O)CC(C)(C)C3)cc1 (centres undefined) | -3
COc1ccc(C2C(C#N)=C(SC)NC3=C2C(=O)CC(C)(C)C3)cc1 (centres undefined) | 5
CCCN(CCC)S(=O)(=O)c1ccc(C(=O)N=c2sc3ccccc3n2C)cc1 | -2
C#CCOC(=O)c1ccc(N2C(=O)C3C4C=CC(C4)C3C2=O)cc1 (centres undefined) | 4
Cc1ccc(N2C(=O)c3ccc(NC(=O)c4ccc(Br)cc4)cc3C2=O)cc1 | 1
CCCCS(=O)CC(COc1ccc(Cl)cc1)OC(=O)c1ccccc1 (centres undefined) | 2
CCc1nnc(NC(=O)C(CC(C)C)N2C(=O)c3ccccc3C2=O)s1 (centres undefined) | -3
CN1CCN(Cc2c(O)ccc3c4c(c(=O)oc23)CCC4)CC1 | 0
COc1ccccc1CNC(=O)CCCN1C(=O)COc2ccc(C)cc21 | -8
CCOc1ccc(C2CC(=O)C3=C(C2)Nc2ccccc2NC3c2cc(Cl)c(O)c(OCC)c2)cc1OC (centres undefined) | 0
COc1ccc(C2(c3ccc(OC)cc3)C=Cc3c(c(OC)cc4ccccc34)O2)cc1 | -3
Cc1ccc(-c2nnc(-c3ccc(Br)cc3)o2)o1 | -11
CCOCCCNC(=O)CN1N=C(c2ccccc2)CCC1=O | -2
COc1ccc(CN2CC(=O)N(c3ccc(Oc4ccccc4)cc3)C2=S)cc1OC | 0
O=C1CCC(C(=O)N(Cc2cccs2)C2(C(=O)NC3CCCC3)CCCCC2)N1 (centres undefined) | -1
CCCCOC(=O)CCn1[nH]c(=O)c2ccccc2c1=O | -4
CCOc1ccc(C2/C(=C(\O)c3ccc(F)cc3)C(=O)C(=O)N2Cc2cccnc2)cc1OC (centres undefined) | -8
COc1cc([N+](=O)[O-])ccc1NC(=O)c1ccc(S(=O)(=O)N2CC(C)CC(C)C2)cc1 (centres undefined) | -1

Part of the list above, reformatted:
mol	14-3-3 PPI
COc1ccc(C2C(C#N)=C(/N=C/N3CCN(C)CC3)OC3=C2C(=O)CC(C)(C)C3)cc1 (centres undefined)	-3
COc1ccc(C2C(C#N)=C(SC)NC3=C2C(=O)CC(C)(C)C3)cc1 (centres undefined)	5

Other entries.
SMILES | 14-3-3 PPI
CCOC(=O)c1cnc(-n2nc(C)cc2C)nc1N(C)C | -10
Cc1noc(C)c1S(=O)(=O)NCCc1ccc(S(N)(=O)=O)cc1 | -9
CCSc1nnc2c(n1)OC1(CCCC1)Nc1ccccc1-2 | -1
CCOc1ccccc1CNC(=O)CCc1cn(C)c2ccccc12 | -3
COc1ccccc1N1CCN(C(c2cc3ccc(C)cc3[nH]c2=O)c2nnnn2C2CCCC2)CC1 (centres undefined) | -8
O=C1CC(Sc2ncccn2)C(=O)N1c1ccccc1C(F)(F)F (centres undefined) | -4
CCN(C(=O)c1cnc(N2CCN(c3ncccn3)CC2)c2ccccc12)c1cccc(Cl)c1 | -2
Cc1c(NC(=O)c2ccccc2[N+](=O)[O-])c(=O)n(-c2ccccc2)n1C | 4
Cc1cccc(Nc2nnc(-c3ccc(OCC(=O)N4CCCCC4)cc3)c3ccccc23)c1 | -9
Cc1ccc(S(=O)(=O)NCCSc2nnnn2-c2ccccc2)cc1 | -2
O=c1[nH]c(SCc2ccc(F)cc2)nc(O)c1CC=Cc1ccccc1 | -9
C=CCC(Nc1ccccc1C)c1ccc(Cl)cc1 (centres undefined) | -3
CCOC(=O)c1cc2c(=O)n3ccccc3nc2n(C)c1=NC(=O)c1ccccc1 | -13
CCOc1cccc(=O)c2c(C)n(Cc3ccccc3)c(C)c12 | -13
COc1ccc(-c2cc(C(F)(F)F)nc(N(C)C3CCCCC3)n2)cc1 | -3
CCOc1ccc(S(=O)(=O)N2c3ccc(C)cc3C(C)=CC2(C)C)cc1 | -1
CCOc1ccc(-c2c(C#N)c(N)nc(SCC(=O)OC)c2C#N)cc1 | 7
c1csc(-c2nc(-c3ccncc3)no2)c1 | -4
O=C(Cc1ccccc1)NC(NCCC12CC3CC(CC(C3)C1)C2)(C(F)(F)F)C(F)(F)F | -1
COc1ccc(Cn2c(C)nc3oc4cc(OC)ccc4c(=O)c3c2=O)cc1 | -61
O=C(NCc1ccc(F)cc1)c1ccc2nc3[nH]c4ccccc4c3nc2c1 | -17
Cc1ccc(C(=O)Nc2ccc(S(=O)(=O)Nc3cc(C)on3)cc2)cc1 | 10
COc1cc(C2C3=C(CC(C)(C)CC3=O)OC3=C2C(=O)CC(C)(C)C3)c(Br)cc1OCC(=O)O | -5
COc1ccc(N2C(=O)CC(N3CCOCC3)C2=O)cc1 (centres undefined) | -4&-8
C=CCNC(=O)CCCn1c(=O)[nH]c2ccc(Br)cc2c1=O | -3

Reprinted from the listing (5 entries):
SMILES | 14-3-3 PPI
C#CCOC(=O)c1ccc(N2C(=O)C3C4C=CC(C4)C3C2=O)cc1 (centres undefined) | 4
Cc1ccc(N2C(=O)c3ccc(NC(=O)c4ccc(Br)cc4)cc3C2=O)cc1 | 1
CCCCS(=O)CC(COc1ccc(Cl)cc1)OC(=O)c1ccccc1 (centres undefined) | 2
CCc1nnc(NC(=O)C(CC(C)C)N2C(=O)c3ccccc3C2=O)s1 (centres undefined) | -3
CN1CCN(Cc2c(O)ccc3c4c(c(=O)oc23)CCC4)CC1 | 0

New compounds follow
SMILES | 14-3-3 PPI
O=C(O)CCCC(=O)NCc1cccnc1 | 1
COc1ccccc1N1CCN(c2ncc(C(=O)Nc3cc(OC)c(OC)c(OC)c3)c3ccccc23)CC1 | 5
COc1ccc(-n2c(Cc3cccn3C)nnc2SCC(=O)Nc2ccccc2)cc1 | 3
CN1C(=O)CC(C(=O)Nc2ccc(OC(F)(F)Cl)cc2)SC1=Nc1cccc(F)c1 (centres undefined) | -13
CC(=O)c1ccc(NC(=O)C(C)Sc2nnnn2C)cc1 (centres undefined) | 1
CC(C)OCCCNC(=O)C1CCN(S(=O)(=O)N2CCCCC2)CC1 | -12
Cc1cc2ncc(-c3ccccc3)c(N)n2n1 | -9
Cc1ccccc1Cc1c(C)nc2nc(SCc3ccccc3)nn2c1C | -11
COc1ccccc1C(=O)Nc1c2c(nn1-c1ccc(Oc3ccccc3)cc1)CSC2 | -3
Cc1nc(Nc2cccc(C(F)(F)F)c2)nc2c1C(=O)CC(C)C2 (centres undefined) | -10
CCOc1ccc(-n2c(SC)nc3c([nH]c4ccccc43)c2=O)cc1 | 4
Cc1ccccc1-n1c(Cn2c(=O)sc3ccccc32)nnc1SCC(N)=O | 3
CC(=O)NC(Cc1c[nH]c2ccccc12)C(=O)NCc1ccc2c(c1)OCO2 (centres undefined) | 0
COCCCNC(=O)Nc1ccc(Br)cc1Cl | -4
CCOC(=O)c1cccc2c1-c1ccccc1/C2=N/O | 2
CCOc1cc(N2CCOCC2)c(OCC)cc1NC(=O)COc1cccc2cccnc12 | -9
CCc1nnc(NC(=O)c2c(OC)cccc2OC)s1 | -1&6

Ordered by the number under 14-3-3 PPI (low to high): three of the compounds above
SMILES | 14-3-3 PPI
COc1ccc(Cn2c(C)nc3oc4cc(OC)ccc4c(=O)c3c2=O)cc1 | -61
Cc1ccccc1Cc1c(C)nc2nc(SCc3ccccc3)nn2c1C | -11
CC1CCc2c(sc3ncn4c(SCC(=O)NCc5ccco5)nnc4c23)C1 (centres undefined) | -4
